Compound activity as filed in PubChem BioAssay.
LYPLA2 counter: blocks human lysophospholipase 2, a PME1 counter-screen; O95372; recombinant LYPLA2, FP-Rh probe fluorescence polarization; inhibition, % at 5.9 µM; 320,000 tested, 0.38% active; AID 2177;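 active = inhibition above the screen-wide mean plus 3 SD, limit set per campaign, cut at about 26% in these data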;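 note: 0% = LYPLA2 with DMSO and 100% = wells lacking LYPLA2 enzyme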
LYPLA1 inh: LYPLA1 (human) inhibition in PME1 counter-screen. recombinant LYPLA1, FP-Rh probe fluorescence polarization. inhibition, % at 5.9 µM. 320,000 tested, 0.16% active. AID 2174;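 active = inhibition above the mean of all tested compounds plus 3 SD, set per campaign, cut at about 14% in these data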;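 note: inhibitors block serine hydrolase probe labeling of LYPLA1 so polarization falls; 0% = enzyme with DMSO and 100% = wells lacking LYPLA1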
PME-1 inh: PME-1 (human) inhibition. 320,000 tested, 0.53% active. recombinant PME-1, FP-Rh probe fluorescence polarization. inhibition, % at 5.9 µM. Q9Y570;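 active = inhibition above the campaign mean of all compounds plus 3 SD, cut at about 26% in these data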;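 note: competitive labeling of PME-1 active site by serine hydrolase directed probe; 0% = PME-1 with DMSO and 100% = wells lacking PME-1 enzyme; inhibitors block probe labeling so polarization falls and inhibition rises; many of its hits are not listed in these tables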
Target sequence (Q9Y570 whole entry, looked up): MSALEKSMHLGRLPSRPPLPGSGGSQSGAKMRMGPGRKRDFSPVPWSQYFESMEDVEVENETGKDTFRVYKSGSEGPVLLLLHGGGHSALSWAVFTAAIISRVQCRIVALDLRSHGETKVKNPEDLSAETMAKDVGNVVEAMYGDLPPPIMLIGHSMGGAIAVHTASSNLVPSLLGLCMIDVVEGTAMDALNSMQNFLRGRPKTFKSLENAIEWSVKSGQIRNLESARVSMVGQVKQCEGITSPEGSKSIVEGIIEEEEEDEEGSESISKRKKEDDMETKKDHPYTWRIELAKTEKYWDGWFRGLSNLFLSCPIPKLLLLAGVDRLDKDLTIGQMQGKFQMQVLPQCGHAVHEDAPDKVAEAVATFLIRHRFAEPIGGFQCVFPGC
PREPL inhibitor: human PREPL enzyme inhibition. Q4J6C6. recombinant PREPL, fluorescence polarization activity-based probe. inhibition, % at 5.96 µM. 320,000 tested, 0.68% active. AID 2751; in the data active = inhibition above about 43%;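 note: 0% = enzyme with DMSO and 100% = wells lacking enzyme; many of its hits are not listed in these tables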
GSTO1 counter: blocks human GSTO1 in RBBP9 counter-screen | P78417 | recombinant GSTO1, activity-based probe fluorescence polarization | inhibition, % at 5.96 µM | 300,000 tested, 1.1% active | AID 1974;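 active = inhibition above the campaign mean inhibition plus 3 SD, cut at about 35% in these data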;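 note: 0% = GSTO1-1 with DMSO and 100% = wells lacking GSTO1-1 enzyme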
Target sequence (P78417 whole entry, looked up): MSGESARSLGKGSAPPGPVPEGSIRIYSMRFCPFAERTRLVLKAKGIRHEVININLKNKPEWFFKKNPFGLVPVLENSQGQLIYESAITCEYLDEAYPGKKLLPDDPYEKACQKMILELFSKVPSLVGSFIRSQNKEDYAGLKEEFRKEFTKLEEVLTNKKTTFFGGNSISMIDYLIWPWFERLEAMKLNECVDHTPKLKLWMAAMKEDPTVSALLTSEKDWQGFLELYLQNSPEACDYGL
pPAFAH FP inh: pPAFAH (human) enzyme inhibition | 330,000 tested, 1.5% active | inhibition, % at 3.39 µM | Q13093 | recombinant pPAFAH, FP-rhodamine probe fluorescence polarization;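 active = inhibition above the mean inhibition across the screen plus 3 SD, cut at about 25% in these data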;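 note: inhibitors block binding of the rhodamine activity-based probe so polarization drops; 0% = enzyme with DMSO and 100% = wells lacking pPAFAH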
Target sequence (Q13093 whole entry, looked up): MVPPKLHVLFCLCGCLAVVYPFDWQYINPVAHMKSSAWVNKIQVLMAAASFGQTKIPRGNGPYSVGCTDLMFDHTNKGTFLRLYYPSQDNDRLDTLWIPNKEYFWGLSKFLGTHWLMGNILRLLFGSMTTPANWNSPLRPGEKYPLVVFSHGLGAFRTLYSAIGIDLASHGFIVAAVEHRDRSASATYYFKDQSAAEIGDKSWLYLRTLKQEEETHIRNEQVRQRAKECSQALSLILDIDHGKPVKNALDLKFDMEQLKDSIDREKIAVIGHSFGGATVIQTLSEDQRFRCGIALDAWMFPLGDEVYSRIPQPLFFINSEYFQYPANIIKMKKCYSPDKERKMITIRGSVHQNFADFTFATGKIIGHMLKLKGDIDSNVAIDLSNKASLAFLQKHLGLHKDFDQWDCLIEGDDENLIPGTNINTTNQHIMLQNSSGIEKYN
PAD4 FP inh: blocks human protein arginine deiminase 4. AID 485272. inhibition, % at 6.36 µM. recombinant PAD4, RCA probe fluorescence polarization. Q9UM07. 330,000 tested, 0.41% active;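 active = percent inhibition above a cutoff equal to the mean of all tested compounds plus 3 SD, cut at about 15% in these data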;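 note: 0% = PAD4 with RCA probe and DMSO and 100% = probe without PAD4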
PAFAH1B3 inh: inhibitors of human PAFAH1B3 | inhibition, % at 3.39 µM | 340,000 tested, 0.28% active | recombinant PAFAH1B3, FP-rhodamine probe, fluorescence polarization | Q15102;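 active = inhibition above the screen-wide average of all tested compounds plus 3 SD, cut at about 25% in these data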;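 note: 0% = enzyme with DMSO only and 100% = wells lacking PAFAH1B3 protein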
PAFAH1B2 FP inh: blocks human PAF acetylhydrolase 1b catalytic subunit 2; P68402; inhibition, % at 3.39 µM; 340,000 tested, 1.2% active; recombinant PAFAH1B2, FP-rhodamine activity probe, fluorescence polarization;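 active = inhibition above the mean of all tested compounds plus 3 SD, cut at about 24% in these data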;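 note: 0% = enzyme with DMSO and 100% = wells lacking PAFAH1B2; many of its hits are not listed in these tables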
* hit, by the source's call; nt = not tested or not shown. A portion of the library. The share of hits here may be higher or lower than overall.

SMILES | LYPLA2 counter | LYPLA1 inh | PME-1 inh | PREPL inhibitor | GSTO1 counter | pPAFAH FP inh | PAD4 FP inh | PAFAH1B3 inh | PAFAH1B2 FP inh
CSc1nnc2c(n1)OC(c1ccc(C(=O)O)cc1)N(C(C)=O)c1ccccc1-2 (stereo unspecified) | 0 | 3 | -3 | 6 | 13 | -1 | 4 | 10 | -1
Cc1cc(C(=O)Nc2ccccc2)oc1C | -2 | -3 | 2 | 2 | 14 | 5 | 0 | 5 | 0
COCCn1c(C)cc(/C=C2/SC(=O)N(C(C)C(=O)OC)C2=O)c1C (stereo unspecified) | 3 | -4 | -2 | 11 | -4 | 0 | 2 | -1 | -1
CC(C)(C)C1CCC(C(=O)Nc2nccs2)CC1 (stereo unspecified) | -3 | -2 | -4 | -1 | -14 | -1 | 4 | 7 | 10
O=C(N/N=C/c1ccc2c(c1)OCCO2)c1ccncc1 | -3 | 2 | 5 | 4 | -10 | 5 | 3 | 2 | 4
O=C(Nc1cccc(/C=C/c2nc3ccccc3c(=O)[nH]2)c1)c1ccccc1Cl | -41 | -21 | -43 | -1 | -46 | -13 | -6 | -15 | -16
COC(=O)/C(=C\c1cc(OC)c(OC)c(OC)c1)c1nc2ccccc2[nH]1 | 4 | -2 | -2 | 16 | 0 | -1 | -4 | -1 | 3
CN1C(=O)C2(C(C#N)=C(N)Oc3c2oc(CO)cc3=O)c2ccccc21 (stereo unspecified) | 2 | 4 | 1 | -4 | 0 | 0 | -3 | 7 | 1
CCCCCCCNc1cccc(C)c1 | -3 | -2 | -4 | -2 | 3 | 1 | 0 | 4 | 3
CCO[C@@H]1OC(C(=O)NCc2ccccc2)=C[C@H](c2ccccc2)[C@H]1CCCO | 2 | 2 | -1 | 11 | -5 | 3 | -5 | 0 | 6
CCOC(=O)c1ccc(N=Cc2nc(-c3ccccc3)oc2OC(C)=O)cc1 | 3 | 1 | -5 | 1 | -4 | -2 | -1 | 10 | -4
Cc1ccccc1CN1CCN(S(=O)(=O)c2cccc3nsnc23)CC1 | 4 | 0 | 1 | 3 | -5 | 9 | -4 | -2 | 6
NC(=O)C1CCN(CC(=O)Nc2cccnc2Cl)CC1 | -10 | -4 | -3 | -3 | -2 | 1 | -3 | 0 | -1
CCCC(C(=O)NC(C)(C)C)N(CC1CCCO1)C(=O)CNS(=O)(=O)c1ccc(F)cc1 (stereo unspecified) | -3 | 5 | -1 | -2 | 3 | 2 | 3 | 0 | 3
O=C(CN1C(=O)c2cccnc2Oc2ccc(Cl)cc21)NCCC1=CCCCC1 | -4 | -4 | -1 | 0 | -6 | 3 | 1 | 4 | 4
COc1ccc(C(=O)/C=C2\NCCc3cc(OC)c(OC)cc32)cc1OC | 6 | 0 | -1 | 17 | 14 | 7 | -14 | 1 | -4
CC1(C)Cc2c(sc3c2c(=N)n(Cc2ccco2)c(=O)n3CC(=O)Nc2cccc(Cl)c2)CO1 | -50 | -26 | -42 | -31 | -21 | -23 | -2 | -11 | 6
O=C(CCCN1C(=O)c2ccccc2C1=O)Nc1cccnc1 | 0 | -5 | -1 | 3 | 3 | 1 | 0 | 5 | 3
Cn1nc(C(C)(C)C)cc1C(=O)NNC(=O)c1ccc(C(F)(F)F)cc1 | -7 | -1 | -4 | -1 | -1 | 1 | 1 | 4 | 7
CCCc1nnc(NC(=O)C2CCN(C(=O)C3CC(=O)N(c4ccc(C)cc4)C3)CC2)s1 (stereo unspecified) | 7 | 2 | 4 | 4 | 3 | 0 | 1 | 1 | 1
COc1ccc(-c2csc(NC(=O)C3CC(=O)N(Cc4ccco4)C3)n2)cc1 (stereo unspecified) | -9 | -6 | 5 | -12 | 4 | 0 | -8 | 13 | 1
O=[N+]([O-])c1cc(S(=O)(=O)C(F)(F)F)ccc1NCC1CCCO1 (stereo unspecified) | 8 | -2 | 5 | 5 | 4 | 24 | 2 | 4 | -1
Cc1ccc(S(=O)(=O)N2CCN(C(=O)CN3C(=O)NC4(CCCCC4)C3=O)CC2)c(C)c1 | 1 | -3 | -2 | -7 | 7 | 2 | -5 | 5 | 5
N#Cc1ccc(NCC(=O)N2CCN(S(=O)(=O)c3ccccc3)CC2)cc1 | -2 | 4 | 4 | -6 | nt | -2 | -6 | -1 | -4
COc1ccc(/C=N/NC(=O)COc2cc(C)cc(C)c2)cc1COC(C)=O | 3 | 1 | -5 | -14 | -1 | 7 | -4 | -1 | -2
CCOCCCNC(=S)N1C2CCC1CC(NC(=O)Nc1ccc(C(=O)OCC)cc1)C2 (stereo unspecified) | -3 | 1 | -14 | 0 | -7 | -10 | -4 | 2 | 6
CCN(CC)CCCn1c2c(c(SCC(=O)Nc3cc(OC)cc(OC)c3)nc1=O)CCC2 | 1 | 0 | 5 | -3 | 7 | 1 | 2 | 9 | 4
Cc1ccc2cc(COC(=O)c3cccc([N+](=O)[O-])c3)c(=O)[nH]c2c1 | -3 | -7 | -8 | 0 | 11 | 2 | -3 | 3 | 0
COc1ccc(-n2c(=O)/c(=C\c3cccs3)s/c2=C(/C#N)C(=O)NCCN2CCOCC2)cc1 | 2 | 2 | -8 | -2 | 7 | 6 | -2 | 6 | 0
O=C(Nc1cccc(Cl)c1)c1cc(S(=O)(=O)N2CCCCC2)c[nH]1 | -17 | -4 | -8 | -3 | -2 | -9 | -1 | -6 | -2
O=[N+]([O-])c1ccc(N2CCN(C(=S)NC3CCCCC3)CC2)cc1 | 8 | -1 | 2 | -39 | -1 | 4 | -1 | 5 | 2
Cc1cccc(-n2c(O)c(C=Nc3ccccc3O)c3ccccc3c2=O)n1 | -1 | 1 | -6 | 14 | 26 | 4 | 0 | -1 | -2
COc1ccc(-c2ccc(/C=C3/C(=N)N4C(C)=CSC4=NC3=O)o2)c([N+](=O)[O-])c1 | -5 | 1 | -8 | 16 | 0 | 21 | -29 | 11 | 8
Cc1nn(C)cc1CN(C)C(=O)c1cc2nc(-c3ccco3)cc(C(F)(F)F)n2n1 | 11 | 2 | 5 | 9 | 4 | -2 | 0 | -1 | 7
CCc1ccc(N2CC(C(=O)Nc3cc(C)on3)CC2=O)cc1 (stereo unspecified) | 2 | -1 | 1 | -10 | -1 | 4 | 0 | 1 | 1
CCCn1c(=NC(=O)CS(=O)(=O)c2ccccc2)sc2cc(S(C)(=O)=O)ccc21 | 3 | 4 | 2 | 8 | -6 | 0 | -5 | 4 | 4
COc1ccc(/C=N/NC(=O)c2ccc3nc[nH]c3c2)c(OC)c1OC | -7 | -1 | -2 | -4 | 5 | 1 | 2 | nt | nt
CC(=O)NC1(C(F)(F)F)N=C(c2ccccc2)NC1=O (stereo unspecified) | 1 | 3 | 0 | 4 | 0 | 8 | -1 | 0 | -2
Cc1ccc(OCC(=O)c2cc(C)n(-c3ccccc3)c2C)c([N+](=O)[O-])n1 | 21 | 4 | 0 | -4 | 15 | 15 | 1 | 15 | -2
O=C(N/N=C/c1ccc([N+](=O)[O-])o1)c1ccccc1-n1cccc1 | 4 | 0 | 2 | -3 | 13 | 4 | -6 | 15 | 6
CN(C)C(=O)N1CCC(C(=O)NCc2ccc(F)cc2Cl)CC1 | 3 | -2 | -1 | 9 | 9 | 2 | 2 | -2 | 4
O=C(Nc1ccc([N+](=O)[O-])cc1)C1COc2ccccc2O1 (stereo unspecified) | 3 | -2 | -5 | -3 | -1 | 3 | 1 | 3 | 1
O=C(O)c1ccc(NC(=O)c2ccccc2NC(=O)c2cccc(F)c2)cc1 | -2 | -1 | -1 | -2 | -7 | 0 | 0 | 6 | -2
O=C(Nc1ccc2nc[nH]c2c1)c1ccco1 | -6 | -1 | -4 | 5 | 4 | 3 | 2 | 8 | 5
N#CC(C(N)=O)=C1CCC2(CC1)OCCCCO2 | 5 | 2 | -3 | 16 | -6 | -1 | 0 | 7 | -5
C[C@]12c3[nH]c4ccccc4c3CCN1C(=O)C(CC(=O)NCc1ccco1)C[C@@H]2C(=O)N1CCOCC1 (stereo partly specified) | nt | nt | nt | 6 | nt | 1 | 1 | 3 | 6
CN(Cc1ccon1)Cc1cn(C)nc1-c1ccc2c(c1)OCCO2 | -1 | 0 | -1 | -2 | 3 | 2 | 3 | 0 | 4
CCCc1cc(=O)[nH]c(SCC(=O)N2CCc3ccccc3C2)n1 | -3 | 2 | 5 | 15 | nt | -1 | 1 | -2 | 4
Cc1nnc(N/N=C\c2ccc(-c3cccc(C(=O)O)c3)o2)n1N | 11 | 7 | 0 | 8 | 20 | 0 | 30* | 12 | 0
CC(=O)c1cccc(NC=C2C(=O)OC3(CCCCC3)OC2=O)c1 | 4 | 4 | -10 | 8 | 8 | -1 | -5 | -3 | 0
Cc1cc(C)c(NC(=O)CCN2C(=O)c3ccccc3S2(=O)=O)c(C)c1 | 2 | -1 | 0 | 7 | 8 | 2 | 0 | 5 | -2
Cc1ccc2c(c1)NC(=O)C(CC(=O)NCCN(C)C)O2 (stereo unspecified) | -2 | -1 | -1 | -5 | 5 | -1 | 0 | 5 | 5
O=C(NC1CC1)C1CCN(c2nc3ccccc3s2)CC1 | 8 | 4 | -5 | 2 | 4 | 7 | -4 | 0 | 0
COc1ccc([C@H]2/C=C\CN(S(=O)(=O)/C=C/c3ccccc3)[C@@H](C)C(=O)N2Cc2ccc(F)cc2)cc1 | -4 | -5 | -2 | 15 | 2 | 8 | 1 | -3 | -4
CC(C)Oc1ccc(NC(=O)Oc2ccccc2)cc1 | -1 | -2 | -6 | 4 | 11 | 5 | -1 | 4 | 1
CCOC(=O)/C(C#N)=C/c1c(Oc2cccc(C)c2)nc2c(C)cccn2c1=O | -1 | -3 | 1 | 8 | 2 | -8 | 6 | 1 | 7
CCOc1ccc(-c2nn[nH]n2)cc1 | 2 | 1 | -1 | -1 | -5 | 3 | -3 | 4 | 4
COc1ccccc1NC(=O)NC1(C(=O)N2CCCCCC2)CCCCC1 | -5 | 1 | 1 | 20 | 2 | -3 | -7 | 1 | 2
CC(C)=C1C2CC2C2C(C(=O)O)C12 (stereo unspecified) | 1 | 1 | -5 | -1 | -1 | -2 | -4 | 5 | 4
O=C(NCCOC(=O)c1ccccc1)c1ccccc1 | 6 | 1 | 3 | 5 | nt | -2 | -4 | 5 | 5

The list goes on:
SMILES | LYPLA2 counter | LYPLA1 inh | PME-1 inh | PREPL inhibitor | GSTO1 counter | pPAFAH FP inh | PAD4 FP inh | PAFAH1B3 inh | PAFAH1B2 FP inh
CCOC(=O)C1=C(C)NC(=O)NC1c1cc(C)sc1C (stereo unspecified) | -2 | -1 | 3 | -15 | -9 | 4 | 0 | 1 | 0
CC1CCN(c2ncnc3c2cnn3Cc2ccc(Cl)cc2)CC1 | 11 | -1 | 1 | 2 | -8 | 10 | 3 | 0 | 4
C=CCOc1c(Br)cc(CNc2ccc(NC(=O)C(C)C)c(OC)c2)cc1OC | 7 | 1 | 3 | 14 | 2 | 14 | -3 | 3 | 1
CN(Cc1ccccc1)C(=O)c1ccco1 | 0 | 2 | -4 | -5 | -18 | -3 | -6 | 0 | 2
Cc1nc2ccccc2c(=O)n1-c1ccc(F)c(NS(=O)(=O)c2ccccc2F)c1 | 1 | 3 | 2 | 9 | -8 | 6 | 4 | 3 | -1

Random excerpt: two entries already listed.
SMILES | LYPLA2 counter | LYPLA1 inh | PME-1 inh | PREPL inhibitor | GSTO1 counter | pPAFAH FP inh | PAD4 FP inh | PAFAH1B3 inh | PAFAH1B2 FP inh
CN(Cc1ccccc1)C(=O)c1ccco1 | 0 | 2 | -4 | -5 | -18 | -3 | -6 | 0 | 2
CCOC(=O)C1=C(C)NC(=O)NC1c1cc(C)sc1C (stereo unspecified) | -2 | -1 | 3 | -15 | -9 | 4 | 0 | 1 | 0
